# Source: PubChem (several laboratories)
# CCHF vOTU inh = CCHFV vOTU protease inhibitors, primary screen, biochemical, Pep-AMC substrate, fluorescence. Crimean-Congo hemorrhagic fever virus L polyprotein viral ovarian tumor (vOTU) protease …. inhibition, % at 11.5 µM. 370,000 tested, 0.55% active. AID 651958, 2012; further: 0% = vehicle wells with enzyme and 100% = no enzyme wells
# MazEF act = activators of E. coli MazEF toxin-antitoxin RNase, primary screen, biochemical, fluorescence, uHTS; AID 504720, 2011; 350,000 tested, 0.32% active; FAM/BHQ RNA-DNA oligo cleavage fluorescence, 5 h; activation, % at 20 µM; Endoribonuclease toxin MazF (Escherichia coli (strain K12)), P0AE70; in the data active means activation above about 50%
# Rv3671c inh = Rv3671c serine protease inhibitors, primary screen, biochemical, fluorescence polarization, M. tuberculosis H37Rv | 320,000 tested, 0.048% active | P9WHR9 | inhibition, % at 5.96 µM; in the data active means inhibition above about 38%;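 further: extracellular domain of Rv3671c used as enzyme; 0% = enzyme with DMSO and 100% = no enzyme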
# VHR inh abs = VHR1 phosphatase inhibitors, primary screen, biochemical, absorbance, uHTS; recombinant VHR phosphatase, pNPP absorbance; 290,000 tested, 0.52% active; inhibition, % at 13.3 µM; Dual specificity protein phosphatase 3 (Homo sapiens), P51452; in the data active means inhibition above about 50%; further: some compounds called inactive have numbers as strong as hits
# Target sequence (P51452 whole entry, looked up): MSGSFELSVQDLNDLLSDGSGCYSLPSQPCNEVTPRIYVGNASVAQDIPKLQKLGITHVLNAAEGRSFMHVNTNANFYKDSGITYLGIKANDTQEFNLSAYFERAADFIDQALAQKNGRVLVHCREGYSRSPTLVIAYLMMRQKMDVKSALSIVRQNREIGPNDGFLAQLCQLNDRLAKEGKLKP
# Mtb FBA inh = Mtb FBA enzyme inhibitors, primary screen, biochemical, fluorescence, strain H37Rv | AID 588726, 2011 | purified M. tuberculosis FBA, fluorescence read-out | 360,000 tested, 2.3% active | Fructose-bisphosphate aldolase (Mycobacterium tuberculosis (strain ATCC 25618 / H37Rv)), … | inhibition, % at 1 µM; in the data active means inhibition above about 27%;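 further: 0% = vehicle and 100% = reference inhibitor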
# Target sequence (P9WQA3 whole entry, looked up): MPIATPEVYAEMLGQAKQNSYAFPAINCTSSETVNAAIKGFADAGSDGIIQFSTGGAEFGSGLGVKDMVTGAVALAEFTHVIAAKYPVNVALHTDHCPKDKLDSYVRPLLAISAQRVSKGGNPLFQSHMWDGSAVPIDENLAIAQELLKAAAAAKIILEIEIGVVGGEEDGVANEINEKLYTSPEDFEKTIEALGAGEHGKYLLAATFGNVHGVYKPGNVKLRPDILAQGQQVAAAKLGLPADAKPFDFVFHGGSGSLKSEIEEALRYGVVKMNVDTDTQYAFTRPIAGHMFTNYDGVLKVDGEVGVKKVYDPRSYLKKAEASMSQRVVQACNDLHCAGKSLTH
# GDH-TPI counter = GDH-TPI coupling enzyme inhibitors, primary screen, artefact control for M. tuberculosis FBA inhibitor project, biochemical, absorbance, full deck; 360,000 tested, 1.2% active; inhibition, % at 4.8 µM; GDH-TPI coupled enzyme counterscreen, NADH absorbance;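 further: 0% = DMSO wells and 100% = wells lacking the enzyme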
# UGM FP inh = M. tuberculosis UGM enzyme inhibitors, primary screen, biochemical, fluorescence polarization, single point; purified UGM, fluorescence polarization probe displacement; 320,000 tested, 0.06% active; inhibition, % at 10 µM; in the data active means inhibition above about 10%, passing the limit was not always enough; inconclusive means no clear call, values can overlap the other calls
# Target sequence (P9WIQ1 whole entry, looked up): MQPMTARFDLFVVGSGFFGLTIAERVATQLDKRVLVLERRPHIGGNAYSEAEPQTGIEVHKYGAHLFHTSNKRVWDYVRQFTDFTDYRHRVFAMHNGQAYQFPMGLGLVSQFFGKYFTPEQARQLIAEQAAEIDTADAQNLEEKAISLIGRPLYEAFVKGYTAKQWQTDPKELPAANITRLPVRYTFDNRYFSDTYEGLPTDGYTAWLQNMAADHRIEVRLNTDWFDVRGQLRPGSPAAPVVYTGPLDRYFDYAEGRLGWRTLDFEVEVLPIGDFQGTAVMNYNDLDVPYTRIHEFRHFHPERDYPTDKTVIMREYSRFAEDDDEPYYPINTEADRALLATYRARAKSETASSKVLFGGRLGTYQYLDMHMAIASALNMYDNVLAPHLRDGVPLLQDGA
# Mtb BioA inh = M. tuberculosis BioA enzyme inhibitors, primary screen, biochemical, plate reader, single point, HTS; 7,8-diaminopelargonic acid synthase BioA (Mycobacterium tuberculosis); purified M. tuberculosis BioA enzyme; inhibition, % at 9.99 µM; 360,000 tested, 0.096% active; AID 602481, 2012; in the data active means inhibition above about 40%; inconclusive means no clear call, values can overlap the other calls
# BoNT-F LC inh = BoNT/F light chain protease inhibitors, primary screen, biochemical, flow cytometry, MLPCN library; Botulinum neurotoxin type F light chain protease (Clostridium botulinum); Multiplex microsphere protease cleavage assay; inhibition, % at 10 µM; 360,000 tested, 0.22% active; in the data active means inhibition above about 35%, passing the limit was not always enough; inconclusive means no clear call, values can overlap the other calls; further: plate controls were buffer without enzyme for full effect and enzyme alone for no effect
# FadD28 FP inh = inhibitors of FadD28 bisubstrate probe binding, primary screen, biochemical, fluorescence polarization, single point; Mycobacterium tuberculosis FadD28 fatty-acid-AMP ligase; inhibition, % at 12.5 µM; 360,000 tested, 0.22% active; in the data active means inhibition above about 8.5%, passing the limit was not always enough; inconclusive means no clear call, values can overlap the other calls
# An asterisk follows results filed as active; ? = inconclusive; / = not tested or not shown; & = joins results of further samples. Unless noted, no stated cut-off is given here; in the data, active means inhibition above about 30%; inactive means the rest.
# Results follow in this order: CCHF vOTU inh	MazEF act	Rv3671c inh	VHR inh abs	Mtb FBA inh	GDH-TPI counter	UGM FP inh	Mtb BioA inh	BoNT-F LC inh	FadD28 FP inh
> CN(C(=O)NC1CC(=O)N(c2ccc3c(c2)OCCO3)C1)c1ccccc1 (stereo not drawn)
    -5	4	0	/	-1	-3	0.1	-2.9	10	-0.5
> O=C(NC(=S)Nc1ccc(S(=O)(=O)Nc2nccs2)cc1)c1cccc(F)c1
    -14	8	-24	0	0	10	2.9	2.1	0	-4.8
> O=C(NC1CCCCNC1=O)c1ccc(Cl)cc1 (stereo not drawn)
    10	-4	1	-29	5	2	-1.8	0.1	-5	-2.4
> COc1ccccc1-n1cnc2cc(C(=O)NCc3ccco3)ccc21
    1	0	-8	-4	2	18	/	5.8	-12	-1.4
> COc1ccccc1CCNC(=O)CSc1nnc2ccc(-c3cccnc3)nn12
    8	2	11	4	4	8	-2.5	-0.1	5	-1.4
> O=C(Nc1sc2c(c1C(=O)O)CCCC2)c1ccccc1Cl
    0	4	-5	14	-5	3	1.1	-0.5	?	5.4
> CCOC(=O)N(C)C[C@H]1OCc2cn(nn2)CCCC(=O)N([C@H](C)CO)C[C@@H]1C
    0	1	/	/	-1	3	/	-5.3&-0.3	-3	-1.7
> COc1ccccc1/C=C/C=N/n1c(-c2ccc(Cl)cc2Cl)n[nH]c1=S
    4	-9	-2	3	-1	35*	-1.9	/	?	-0.1
> CCC(=O)Nc1ccc(NC(=O)c2ccccc2)nc1
    -24	3	-8	13	2	0	3.2	/	4	-2.4
> COc1ccc(C(=O)N2CCCC(c3nc(-c4cccs4)no3)C2)cc1OC (stereo not drawn)
    -11	6	-4	32	0	12	1.3	/	-7	-0.6
> CCOC(=O)C1=C(C)C2C3C(=O)N(c4cc(C)ccc4C)C(=O)C3C1(C)C1C(=O)N(c3cc(C)ccc3C)C(=O)C21 (stereo not drawn)
    9	-14	-24	13	1	0	-2.1	/	-6	-4.3
> Cc1nc2c(C)cccn2c(=O)c1NC(=O)c1ccc2c(c1)OCO2
    11	-5	1	/	4	24	-4.4	-3.4	-1	-0.7
> Cc1cc(OC(=O)N(C)C)nc2c1c(C)nn2C
    -16	1	6	16	9	1	-0.6	1.3	-9	-0.3
> c1ccc(OCc2nnc3n2CCCCC3)cc1
    -2	4	1	0	3	11	0.3	0.4	0	-2.9
> COc1ccc(NC(=O)CN2C(=O)COc3ccc(S(=O)(=O)N4CCCCC4)cc32)cc1OC
    16	-1	10	-14	-5	1	-5.4	-0.7	1	-0.1

# Individual results from the results shown.
# In Mtb FBA inh, `CCC(=O)Nc1ccc(NC(=O)c2ccccc2)nc1` is listed with 2
# In FadD28 FP inh, `c1ccc(OCc2nnc3n2CCCCC3)cc1` is listed with -2.9

# Continuation.
# Results follow in this order: CCHF vOTU inh	MazEF act	Rv3671c inh	VHR inh abs	Mtb FBA inh	GDH-TPI counter	UGM FP inh	Mtb BioA inh	BoNT-F LC inh	FadD28 FP inh
> Cc1ccc(C(=O)OCC(=O)Nc2sc3c(c2C#N)CCCCC3)cc1NC(=O)c1ccco1
    0	-14	-76	20	0	5	2.1	-2.4	?	0.0
> CCCc1nnc(NC(=O)c2nc(S(=O)(=O)Cc3ccc(C)cc3)ncc2Cl)s1
    11	5	2	-9	-1	4	0.3	-1.4	-5	-2.9
> CCOC(=O)N1CCN(C(=O)Cn2cnc3ccccc3c2=O)CC1
    -5	-1	4	8	1	2	-0.8	/	0	-0.9
> Cc1ccc(NC(=O)c2ccc(N3CCOCC3)c([N+](=O)[O-])c2)cc1S(=O)(=O)N1CCOCC1
    7	7	-6	38	-4	-3	-0.1	/	-1	-2.3
> Cc1ccc(C)c(S(=O)(=O)N2CCN(C(=O)c3ccc(-n4cncn4)c([N+](=O)[O-])c3)CC2)c1
    3	1	5	/	-1	-4	-1.2	/	-6	-2.6
> CCNc1nc(-c2ccc(OC(F)F)cc2)c(C)s1
    14	-2	3	12	0	-6	1.7	/	-6	-0.6
> Cn1c(C(=O)N(Cc2ccccc2)Cc2ccccn2)cc2sccc21
    2	-2	1	31	1	3	-3.0	-0.2	-7	-1.0
> CCOc1c(OC(C)=O)ccc(/C=C/c2ccc3cccc(OC(C)=O)c3n2)c1[N+](=O)[O-]
    /	-7	1	20	0	14	3.0	-0.6	-8	0.2
> COc1ccc(C2=NN(C(=O)CSc3cn(C)c4ccccc34)C(c3ccc(OC)cc3)C2)cc1 (stereo not drawn)
    11	-28	-6	11	-2	9	-1.4	-1.7	-3	-0.9
> O=C1CCC(C(=O)N2CCCCO2)CN1Cc1cccc(C(F)(F)F)c1 (stereo not drawn)
    1	-1	/	24	6	-1	-0.5	-3.9	4	0.9
> Cc1cc(NS(=O)(=O)c2ccccc2)n(-c2ccccc2)n1
    -3	-3	5	-6	-4	-1	-0.9	-1.6	-1	-0.6
> COc1ccc2oc(C(=O)OCC(=O)Nc3ccccc3OC)c(C)c2c1
    /	10	3	/	16	12	2.5	-1.4	?	-3.5
> CC(C)Oc1ccc(C(CC(=O)O)NC(=O)Cc2ccccc2)cc1 (stereo not drawn)
    -11	5	-1	-31	2	1	0.0	-0.2	6	/
> C=CCn1cnnc1SCC(=O)NCC1COc2ccccc2O1 (stereo not drawn)
    -2	2	/	/	-2	1	/	-0.2	-1	0.2
> CCC(C)C(=O)Nc1nccs1 (stereo not drawn)
    -6	1	0	20	1	-11	-2.5	/	-1	-2.3

# 2 compounds drawn at random from those above:
# Results follow in this order: CCHF vOTU inh	MazEF act	Rv3671c inh	VHR inh abs	Mtb FBA inh	GDH-TPI counter	UGM FP inh	Mtb BioA inh	BoNT-F LC inh	FadD28 FP inh
> O=C1CCC(C(=O)N2CCCCO2)CN1Cc1cccc(C(F)(F)F)c1 (stereo not drawn)
    1	-1	/	24	6	-1	-0.5	-3.9	4	0.9
> CCNc1nc(-c2ccc(OC(F)F)cc2)c(C)s1
    14	-2	3	12	0	-6	1.7	/	-6	-0.6

# Continued.
# Letters – A = CCHF vOTU inh; B = MazEF act; C = Rv3671c inh; D = VHR inh abs; E = Mtb FBA inh; F = GDH-TPI counter; G = UGM FP inh; H = Mtb BioA inh; I = BoNT-F LC inh; J = FadD28 FP inh
COc1ccc(CN2CNc3nc4ccccc4n3C2)cc1
  A: 3	B: -6	C: -4	D: 6	E: 5	F: -4	G: -2.1	H: -5.4	I: -13	J: 1.7

CC(C)(C)c1ccc(C(=O)N/C(=C\c2cccs2)C(=O)NCc2ccco2)cc1
  A: 28	B: -15	C: -4	D: 10	E: -3	F: 17	G: -1.5	H: 1.1	I: -4	J: 0.5

CS(=O)(=O)N1CCCC(C(=O)NCc2cccs2)C1 (stereo not drawn)
  A: -2	B: -6	C: 4	D: 24	E: 1	F: 1	G: -0.8	H: -0.9	I: 4	J: -1.2

CCC1CCCCN1CCCNC(=O)c1ccc2c(c1)NC(=O)CN2C (stereo not drawn)
  A: 16	B: 0	C: -3	D: 77	E: 6	F: 8	G: 3.8	H: -2.5	I: 3	J: 0.6

CC[C@H](CO)NCCN[C@H](CC)CO
  A: 1	B: 0	C: 12	D: -3	E: 1	F: 2	G: -2.6	H: -0.2&-6.1	I: -21	J: -0.3

COc1ccc(CNC(=O)CCC(=O)N2CC(C)Oc3ccccc32)cc1 (stereo not drawn)
  A: -4	B: 5	C: 10	D: 17	E: /	F: /	G: -1.5	H: 1.6	I: -1	J: -2.1

CSCCC(NC(=O)c1ccc(Cl)cc1)C(=O)OCC(=O)Nc1ccc(C#N)cc1 (stereo not drawn)
  A: -5	B: -5	C: -8	D: -6	E: 2	F: 6	G: 0.0	H: /	I: -1	J: -2.1

CN1C(=O)[C@H]2[C@@H](C3CC3)N3C(=O)CN(Cc4ccccn4)C(=O)[C@@]3(Cc3ccccc3)[C@H]2C1=O
  A: 5	B: 5	C: -2	D: -7	E: 68*	F: -2	G: 0.0	H: -4.2	I: -1	J: -3.6

CC1(C(=O)Nc2cnc3ccccc3c2)CCN1CCc1ccccc1 (stereo not drawn)
  A: 12	B: /	C: /	D: /	E: 1	F: 13	G: /	H: 0.0	I: -3	J: -1.8

O=C(COC(=O)C1CC1)NCc1ccc(Cl)cc1Cl
  A: -7	B: 12	C: -3	D: /	E: -3	F: 9	G: -2.1	H: 0.6	I: 8	J: -4.6

# Sorted by SMILES length (falling): part of the list above.
# Letters – A = CCHF vOTU inh; B = MazEF act; C = Rv3671c inh; D = VHR inh abs; E = Mtb FBA inh; F = GDH-TPI counter; G = UGM FP inh; H = Mtb BioA inh; I = BoNT-F LC inh; J = FadD28 FP inh
CN1C(=O)[C@H]2[C@@H](C3CC3)N3C(=O)CN(Cc4ccccn4)C(=O)[C@@]3(Cc3ccccc3)[C@H]2C1=O
  A: 5	B: 5	C: -2	D: -7	E: 68*	F: -2	G: 0.0	H: -4.2	I: -1	J: -3.6

CCC1CCCCN1CCCNC(=O)c1ccc2c(c1)NC(=O)CN2C (stereo not drawn)
  A: 16	B: 0	C: -3	D: 77	E: 6	F: 8	G: 3.8	H: -2.5	I: 3	J: 0.6

COc1ccc(CN2CNc3nc4ccccc4n3C2)cc1
  A: 3	B: -6	C: -4	D: 6	E: 5	F: -4	G: -2.1	H: -5.4	I: -13	J: 1.7

# Continuation:
# Letters – A = CCHF vOTU inh; B = MazEF act; C = Rv3671c inh; D = VHR inh abs; E = Mtb FBA inh; F = GDH-TPI counter; G = UGM FP inh; H = Mtb BioA inh; I = BoNT-F LC inh; J = FadD28 FP inh
Cc1cc(C)c(S(=O)(=O)NCCc2cc3ccc(C)c(C)c3[nH]c2=O)c(C)c1
  A: 16	B: -1	C: 7	D: 2	E: -3	F: 14	G: 1.7	H: -1.2	I: -15	J: -31

COc1ccc(-n2nnnc2SCC(=O)Nc2nnc(C)s2)cc1OC
  A: 15	B: 11	C: 2	D: 8	E: -1	F: -11	G: 0.0	H: 0.3	I: -2	J: -5.8

C=CCNC(=O)N1CCC(c2nc3ccccc3s2)CC1
  A: -11	B: 10	C: 7	D: -1	E: 0	F: 1	G: -0.3	H: -0.8	I: ?	J: /

COC(=O)C1=C[C@@H](C(=O)OC)[C@@H]2C3=C(C(=O)[C@]2(CC(C)C)NC(=O)c2ccccc2)[C@H](C)n2c(=O)n(-c4ccccc4)c(=O)n2[C@@H]3C1
  A: 11	B: 5	C: -4	D: /	E: -2	F: -7	G: 0.9	H: -0.6	I: 0	J: 0.9

# Rows are unselected; any-hit rate near 4.9%.
